Bioassay records as filed in PubChem BioAssay.
Coupling enz = counter-screen for Giardia aldolase inhibitors: coupling enzyme system | coupling enzyme system counterscreen, AmpLite Red fluorescence | activity change, negative = inhibition, % at 58.2 µM, hits read low | 0.67% of 290,000 active | AID 2472; in the data active = activity change below about -30%; also: % is scaled to controls: 0 for no effect and ±100 for the full control effect
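First, compound is pin-transferred into glyceraldehyde-3-phosphate coupling-enzyme reagent at 57.5 uM final and held 10 min at RT. Next, substrate, coupling system and AmpLite Red are added. After 20 min RT, fluorescence (525/598 nm) is read.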
GALK inh = inhibitors of human galactokinase; P51570; Potency, µM (highest dose often 57.5 µM), inactives show at the top dose activity change, negative = inhibition, actives largely listed as inhibitors; 0.007% of 270,000 active; AID 1868; Purified GALK, Kinase-Glo residual ATP luminescence; also: potency is read from the fitted curve at half-maximal effect; % is scaled to controls: 0 for no effect and ±100 for the full control effect
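The enzyme phosphorylates galactose (100 uM) using ATP (35 uM); inhibition is detected as higher residual ATP, quantified by bioluminescence after 1 h reaction at room temperature, pH 8.0.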
Giardia kill = Giardia lamblia killing. Giardia lamblia trophozoite viability. activity change, % at 7.66 µM, hits read low. 0.15% of 340,000 active. AID 540267; in the data active = activity change below about -80%; inconclusive = between about -30% and that limit;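 also: parasites exposed to compound for two days anaerobically before the ATP read; % is scaled to controls: 0 for no effect and ±100 for the full control effect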
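Media and compound were dispensed first, then trophozoites at 100 cells/well; plates sat 48 hrs at 37 deg C without oxygen before ATP luminescence reagent was added and read after 15-30 min at room temperature.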
a7 integrin act = activators of alpha7 integrin expression for muscular dystrophy; alpha7betagal myoblasts, beta-gal FDG fluorescence, 48 h; Potency, µM (series often up to 38.3 µM), for inactives: at the top dose activation, usual class: activators; 0.064% of 350,000 active;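 also: potency is read from the fitted curve at half-maximal effect; 100% = response of the positive control SU9516; nearly all actives have a fitted effect of over 60% in size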
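Alpha7betagal+/- myoblasts (passage 13) were plated 16-24 hr, then exposed to compounds (1:260 dilution of DMSO stock) for 48 hours at 37C. After MPER lysis, β-galactosidase reporter activity was read as FDG fluorescence (ex 480/em 540) after 30 minutes.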
ASM inhibitor = blocks human secretory acid sphingomyelinase. 0.006% of 340,000 active. placental ASM, HMU-PC fluorogenic substrate, 60 min. P17405. Potency, µM (doses to about 57.5 µM), for inactives: at the top dose activity change, negative = inhibition, usual class: inhibitors; also: potency is read from the fitted curve at half-maximal effect
Target sequence (P17405 47-631 limits assumed): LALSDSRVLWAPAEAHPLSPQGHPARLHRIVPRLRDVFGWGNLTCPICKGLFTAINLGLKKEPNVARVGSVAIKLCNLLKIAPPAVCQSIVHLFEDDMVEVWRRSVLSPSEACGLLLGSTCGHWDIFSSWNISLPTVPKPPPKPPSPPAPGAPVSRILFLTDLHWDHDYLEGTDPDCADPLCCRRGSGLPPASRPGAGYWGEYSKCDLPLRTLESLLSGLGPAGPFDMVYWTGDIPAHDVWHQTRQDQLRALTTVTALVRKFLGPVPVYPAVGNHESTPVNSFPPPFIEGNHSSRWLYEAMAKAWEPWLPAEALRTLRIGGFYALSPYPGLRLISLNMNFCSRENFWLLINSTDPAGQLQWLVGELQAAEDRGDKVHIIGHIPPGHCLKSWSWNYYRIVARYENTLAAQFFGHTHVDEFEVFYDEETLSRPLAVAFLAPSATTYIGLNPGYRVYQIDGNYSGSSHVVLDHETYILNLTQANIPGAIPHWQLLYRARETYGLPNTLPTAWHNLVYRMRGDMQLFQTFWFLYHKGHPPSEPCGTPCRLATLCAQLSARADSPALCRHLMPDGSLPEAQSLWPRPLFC
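HMU-PC0 cleavage (9 uM final) by human placental ASM, 60 min at 37 °C following 10 min compound exposure at RT; stopped at pH 10, fluorescence Ex 386/Em 447 nm.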
Chronic BCR inh = blocks chronic active B-cell receptor signaling; 0.05% of 340,000 active; ABC-DLBCL IkBa-CBG/CBR reporter, luminescence ratio, 4 h; Potency, µM (highest dose often 46.1 µM), without a hit: at the top dose ratio change, negative = lower green/red ratio, hits mostly inhibitors; active = well fitted inhibition curve with a large enough effect in the signal ratio, with a control signal flat, not every such curve was filed as active; inconclusive = small, poorly fitted or top-dose-only effect, or effect the other way, or a change in a side signal; the % refers to the signal ratio;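 also: potency is read from the fitted curve at half-maximal effect; plate controls were basal doxycycline-induced cells for no effect and cells given 10 µM MG132 for full effect; MG132 reads +100%, hits lower the ratio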
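TMD8 ABC-DLBCL cells carrying doxycycline-inducible green luciferase fused to IkappaBalpha plus unfused red luciferase were exposed to compounds (up to 46 uM) for 4 hrs at 37C. Activity came from the overlap-corrected green/red luminescence ratio.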
Menin-MLL TR inh = inhibitors of human menin-MLL interaction, mutant MLL peptide; Potency, µM (top dose mostly 61.6 µM), for the others: at the top dose FP activity change, negative = inhibition, usual class: inhibitors; 0.23% of 270,000 active; O00255; Menin + Texas Red MLL mutant peptide, fluorescence polarization; active = well fitted inhibition curve with a large enough effect in the polarisation, with a control signal flat, not every such curve was filed as active; inconclusive = small, poorly fitted or top-dose-only effect, or effect the other way, or a change in a side signal; inactive = no such curve, though single readings can be large or run the other way; the % refers to the polarisation; also: potency is read from the fitted curve at half-maximal effect; % of control where 0% means no effect; many of its hits are not listed in these tables
B2AR arrestin = agonists driving beta-arrestin recruitment to human beta2-adrenergic receptor; AID 492947; beta-arrestin recruitment to beta2AR, cell-based reporter; Potency, µM (top dose mostly 46.1 µM), for the others: at the top dose activation, hits mostly activators; 0.02% of 330,000 active; P07550;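 also: potency is read from the fitted curve at half-maximal effect; 0% = DMSO controls and full agonism = EC100 isoproterenol or metaproterenol; nearly all actives have a fitted effect of over 65% in size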
PTAP TSG101 blk = blocks PTAP/TSG101 interaction to inhibit HIV-1 budding; Potency, µM (titrated, usually from 115 µM), without a hit: at the highest dose activity change, negative = inhibition, hits mostly inhibitors; Q99816; 340,000 tested, under 10 active; Fluorescence polarization, FITC-PTAP peptide / Tsg101 binding; active = well fitted inhibition curve with a large enough effect in the main read-out, with a control signal flat, not every such curve was filed as active; inconclusive = small, poorly fitted or top-dose-only effect, or effect the other way, or a change in a side signal; inactive = no such curve, though single readings can be large or run the other way; also: potency is read from the fitted curve at half-maximal effect; % of control where 0% means no effect
Target sequence (Q99816 whole entry, looked up): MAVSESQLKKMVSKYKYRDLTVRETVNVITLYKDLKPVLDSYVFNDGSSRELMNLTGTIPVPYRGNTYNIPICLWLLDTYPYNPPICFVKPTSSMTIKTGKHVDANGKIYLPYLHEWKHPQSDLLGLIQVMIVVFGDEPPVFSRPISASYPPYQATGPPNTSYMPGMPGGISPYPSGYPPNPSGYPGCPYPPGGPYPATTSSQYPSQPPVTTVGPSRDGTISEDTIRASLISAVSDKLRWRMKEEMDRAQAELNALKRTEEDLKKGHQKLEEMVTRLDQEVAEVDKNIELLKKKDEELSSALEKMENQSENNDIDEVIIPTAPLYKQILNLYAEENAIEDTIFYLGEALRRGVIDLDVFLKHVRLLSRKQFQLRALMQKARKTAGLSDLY
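Compounds were pin-transferred onto Tsg101 binding domain (10 uM final) in HEPES pH 7.5 buffer, then FITC-PTAP peptide was added at 50 nM final. After 20 min at RT, polarization reported peptide displacement across a qHTS concentration series.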
Tb PFK inh = blocks T. brucei phosphofructokinase | O15648 | T. brucei PFK, ADP-Glo luminescence | Potency, µM (titrated, usually from 57.5 µM), without a hit: top-dose activity, negative = inhibition, most hits filed as inhibitors | 0.17% of 330,000 active | AID 485367;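 also: potency is read from the fitted curve at half-maximal effect; 0% = uninhibited 1x PFK enzyme wells and -100% = no-enzyme wells; nearly all actives have a fitted effect of over 60% in size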
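In TEA buffer at pH 8.0 with 5 mM MgCl2, enzyme (1.25 nM) converted F6P (0.5 mM) and ATP (0.1 mM) for 45 min at room temperature. ADP product was read by luciferase luminescence.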
PKM2 activator = PKM2 (human) enzyme activation. P14618. purified PKM2, Kinase-Glo ATP luminescence, activation; response scale: 0% is enzyme alone, no compound. Potency, µM (doses to about 57.5 µM), for the others: at the highest dose activation, usual class: activators. 0.34% of 260,000 active; also: potency is read from the fitted curve at half-maximal effect; % is scaled to controls: 0 for no effect and ±100 for the full control effect; nearly all actives have a fitted effect of over 55% in size
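Purified hPK-M2 (>95%) run at intermediate activity with 0.1 mM ADP and 0.5 mM PEP in 50 mM imidazole pH 7.2, KCl, MgCl2; 1 h room temperature. ATP formed read by Kinase-Glo luminescence; normalized to uninhibited and no-enzyme controls.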
* = called active by the depositor; ? = inconclusive; . = no result given; & = joins results of further samples; [ ] = remark or other dose. Unless noted, calls follow the shape of the dose curve; as a rule, active = well fitted curve in the direction sought with a large enough effect; inconclusive = small, poorly fitted or top-dose-only effect, or another doubt; inactive = no such curve, though single readings can be large; an effect the other way counts as inactive or inconclusive. A portion of the library, so the mix of outcomes need not match the whole.

SMILES	Coupling enz	GALK inh	Giardia kill	a7 integrin act	ASM inhibitor	Chronic BCR inh	Menin-MLL TR inh	B2AR arrestin	PTAP TSG101 blk	Tb PFK inh	PKM2 activator
O=C(Nc1ccc(CN2CCOCC2)cc1)c1cccs1	2	-3%	6	6%[7.66 µM]	3%	-25%	4%	-0.1%	-3%	15%	-20%
CCOCCOC(=O)c1[nH]c2c(c1C)C(=O)CC(c1cccs1)C2 (stereo unspecified)	0	0%	-9	-25%	-4%	?	11%	-0.1%	0%	-4%	-2%
O=C(O)c1ccc(S(=O)(=O)NC2CC2)cc1	1	6%	17	17%	9%	0%	.	-0.5%	-2%	-1%	0%
COc1ccc(C(=O)N2CCN(CCc3ccccn3)CC2)cc1	3	4%	6	?	-1%	3%	-11%	-0.4%	1%	-3%	.
COc1ccc(S(=O)(=O)N2CCN(C3CCCCCCC3)CC2)cc1	2&2	-2%&0%	4&1	-19%&2%	-1%&7%	5%&0%	-23%&-24%	-0.7%&0.0%	1%&-4%	-3%&2%	-2%&8%
CN1CCN(CC#CC2(O)CCCCC2)CC1	2	2%	1	?	3%	?	-3%	0.4%	-11%	4%	-13%
COc1ccccc1C(=O)C1Nc2ccccc2-c2nnc(SC)nc2O1 (stereo unspecified)	2	-2%	3	4%	12%	-8%	-5%	-0.8%	-6%	4%	6%
N/C(=N\N=C\c1cccc([N+](=O)[O-])c1)c1nonc1N	0	.	-5	8%	-3%	?	.	-0.5%	-2%	13%	2%
Cc1ccccc1NC(=S)N(CCN(C)C)C(C)c1cccnc1 (stereo unspecified)	0	-1%	-16	-2%	-2%	0%	-2%	0.0%	0%	-4%	-1%
O=C(NC(=S)Nc1cnc2ccccc2c1)c1ccccc1	0	1%	-20	2%	-6%	?	-13%	-0.4%	1%	1%	-31%
O=C(NCc1ccccc1Br)c1ccco1	2	-2%	1	-6%	1%	?	5%	0.1%	-4%	-10%	0%
C[C@H]1CN([C@@H](C)CO)C(=O)c2cccc(NC(=O)c3cnccn3)c2O[C@@H]1CN(C)C(=O)Nc1ccc2c(c1)OCO2	.	.	9	-21%	0%	0%	.	0.2%	-4%	9%	.
O=C(NCCCN1CCOCC1)C1CCC(=O)N1CCc1ccccc1 (stereo unspecified)	1	1%	-11	1%	2%	3%	3%[11.7 µM]	-0.1%	-1%	5%	0%
NC(=O)c1cccc2cc3ccccc3cc12	0	0%	-8	14%	.	3%	4%	-0.2%	-1%	0%	0%
CC(c1nnnn1C1CCCCC1)N(Cc1ccccc1)Cc1cccnc1 (stereo unspecified)	4	0%	10	-12%	-2%	6%	-10%	0.3%	0%	0%	-3%
CN(C(=S)Nc1ccc(Oc2ccccc2)cc1)c1ccc(O)cc1	-50*	0%	-5	-34%	-12%	3%	?	4.8%	-4%	-17%	-12%
CCOC(=O)C1(Cc2ccccc2C(F)(F)F)CCN(C2CCN(C(C)C)CC2)CC1	2	0%	-6	-75%[inhibitor]	5%	12%	10%	-0.1%	1%	3%	4%
Cc1ccc(-c2cc(C(=O)N/N=C/C=C/c3ccccc3)n[nH]2)s1	-1	1%	-9	-34%[inhibitor]	-25%	-9%	-6%	-0.7%	-6%	0%	13%
CC1CC(=O)N(CC(=O)Nc2ccc3c(c2)OCCO3)c2ccccc2S1 (stereo unspecified)	1	-4%	-3	-4%	-2%	1%	-12%	-0.1%	-1%	-5%	-2%
CCC(C)(NC(=O)Cc1c[nH]c2ccccc12)C(=O)NC1CCCCC1 (stereo unspecified)	1	-2%	7	-1%	-2%	?	-12%	-0.5%	1%	0%	-11%
CCN1CCN(C(=S)NC(=O)c2cc(OC)c(OC)c(OC)c2)CC1	.	.	-6	-29%	6%	?	.	-0.3%	-1%	0%	.
Cc1cc([N+](=O)[O-])nn1CC(=O)NCc1cccs1	-1	-3%	-16	7%	0%	?	12%	0.2%	-4%	-11%	3%
COc1cc(C(=O)NCCSc2ccc(F)cc2)cc(OC)c1OC	4	-2%	1	32%	-2%	-5%	2%	-0.2%	-1%	2%	.
CCOC(=O)C1=C(C)NC2(O)c3ccccc3C(=O)C12O (stereo unspecified)	-23	0%	27	-36%	1%	-1%	?	-0.3%	-3%	11%	-2%
O=C(CN1C(=O)NC2(CCCCCC2)C1=O)Nc1ccccc1[N+](=O)[O-]	.	.	7	?	-2%	-12%	.	-0.2%	-2%	3%	.

Seven entries picked at random from those above:
SMILES	Coupling enz	GALK inh	Giardia kill	a7 integrin act	ASM inhibitor	Chronic BCR inh	Menin-MLL TR inh	B2AR arrestin	PTAP TSG101 blk	Tb PFK inh	PKM2 activator
C[C@H]1CN([C@@H](C)CO)C(=O)c2cccc(NC(=O)c3cnccn3)c2O[C@@H]1CN(C)C(=O)Nc1ccc2c(c1)OCO2	.	.	9	-21%	0%	0%	.	0.2%	-4%	9%	.
O=C(CN1C(=O)NC2(CCCCCC2)C1=O)Nc1ccccc1[N+](=O)[O-]	.	.	7	?	-2%	-12%	.	-0.2%	-2%	3%	.
Cc1ccccc1NC(=S)N(CCN(C)C)C(C)c1cccnc1 (stereo unspecified)	0	-1%	-16	-2%	-2%	0%	-2%	0.0%	0%	-4%	-1%
CN(C(=S)Nc1ccc(Oc2ccccc2)cc1)c1ccc(O)cc1	-50*	0%	-5	-34%	-12%	3%	?	4.8%	-4%	-17%	-12%
CC(c1nnnn1C1CCCCC1)N(Cc1ccccc1)Cc1cccnc1 (stereo unspecified)	4	0%	10	-12%	-2%	6%	-10%	0.3%	0%	0%	-3%
COc1ccc(S(=O)(=O)N2CCN(C3CCCCCCC3)CC2)cc1	2&2	-2%&0%	4&1	-19%&2%	-1%&7%	5%&0%	-23%&-24%	-0.7%&0.0%	1%&-4%	-3%&2%	-2%&8%
O=C(NCCCN1CCOCC1)C1CCC(=O)N1CCc1ccccc1 (stereo unspecified)	1	1%	-11	1%	2%	3%	3%[11.7 µM]	-0.1%	-1%	5%	0%

(continued)
SMILES	Coupling enz	GALK inh	Giardia kill	a7 integrin act	ASM inhibitor	Chronic BCR inh	Menin-MLL TR inh	B2AR arrestin	PTAP TSG101 blk	Tb PFK inh	PKM2 activator
O=C1C=C(c2ccccc2)OC2(CCCC2)O1	3	-3%	-3	18%	9%	?	5%	-0.2%	-5%	-4%	-7%
Cc1cc(/C=C2\SC(=S)NC2=O)c(C)n1-c1ccc(O)cc1	4	0%	-19	-12%	-18%	?	.	-0.6%	4%	-13%	-7%
COc1cc(OC)c(NC(=O)CC(=O)Nc2cc(Cl)c(OC)cc2OC)cc1Cl	-13	3%	7	-10%	1%	-1%	26%	-0.1%	0%	-6%	2%
COc1ccccc1N(CC1CO1)S(=O)(=O)c1ccccc1 (stereo unspecified)	1	5%	-10	-25%	-16%	0%	.	0.0%	-2%	0%	.
COC(=O)CCC(=O)NC(=S)Nc1sc(C)c(C)c1C(N)=O	1	2%	-22	-5%	-2%	?	7%	-0.1%	1%	-3%	4%
Cc1cc(C)c2c(C)nn(-c3ccccc3)c2n1	-6	2%	7	11%	0%	2%	2%	0.3%	-2%	4%	6%
CCOC(=O)c1c(N=CN(C)C)c2cc([N+](=O)[O-])cnc2n1C	-2	-3%	-2	1%	-4%	?	.	0.0%	-7%	-4%	-3%
COc1ccc(OC)c(NC(=O)CCCc2ccccc2)c1	0	5%	0	?	3%	0%	-12%	-0.2%	-3%	-8%	1%
CCCOC(=O)c1ccc(NC(=O)/C=C/c2cccs2)cc1	-1	.	3	4%	-13%	?	?	-0.6%	-3%	-2%	-2%

Whole records from above. Order of values: Coupling enz, GALK inh, Giardia kill, a7 integrin act, ASM inhibitor, Chronic BCR inh, Menin-MLL TR inh, B2AR arrestin, PTAP TSG101 blk, Tb PFK inh, PKM2 activator
Cc1ccc(-c2cc(C(=O)N/N=C/C=C/c3ccccc3)n[nH]2)s1 reads -1, 1%, -9, -34%[inhibitor], -25%, -9%, -6%, -0.7%, -6%, 0%, 13%
CC(c1nnnn1C1CCCCC1)N(Cc1ccccc1)Cc1cccnc1 (stereo unspecified) reads 4, 0%, 10, -12%, -2%, 6%, -10%, 0.3%, 0%, 0%, -3%
